Bfl-1 displacement: Bfl-1 inhibitors, primary screen, biochemical, fluorescence polarization, FITC-Bid, mouse (AID 432); FITC-Bid BH3 peptide fluorescence polarization displacement; higher % means a stronger effect; Bcl-2-related protein A1 (Mus musculus); 64,000 tested, 0.02% active; displacement, % at 20 µM, or IC50 in µM where a hit was titrated; in the data active = a potency from the dose series; inactive = the rest, 99 in 100 with displacement below about 15%; note: strong numbers were not always called active
TNAP inhibition: human TNAP enzyme inhibitors, biochemical, luminescent (AID 518); Alkaline phosphatase, tissue-nonspecific isozyme (Homo sapiens); purified TNAP enzyme, luminescent substrate readout; higher % means a stronger effect; inhibition, % at 20 µM; hits with a dose series show IC50 in µM; 64,000 tested, 0.09% active; in the data active = a potency from the dose series; inactive = the rest, 99 in 100 with inhibition below about 22%;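 note: plate controls were vehicle for no effect and reference inhibitor for full effect; many of its hits are not listed in these tables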
HPDE-C7 cytotoxicity: cytotoxicity in HPDE-C7 cells, cell-based, fluorescence, HTS (AID 430). HPDE-C7 pancreatic duct cells viability, fluorescence; higher % means a stronger effect. cytotoxicity, % at 10 µM, or EC50 in µM where a hit was titrated. 63,000 tested, 1.8% active;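 note: cells exposed to compound for 48 hours before viability readout; 0% = vehicle and 100% = reference cytotoxic drug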
HPDE-C7K KRASV12: cytotoxicity in KRAS-transformed pancreatic duct cells, primary screen, cell-based, fluorescence, HTS (AID 431); HPDE-C7K KRASV12 cells, Alamar Blue viability, 48 h; higher % means a stronger effect; one-dose cytotoxicity, % at 10 µM; EC50 in µM for titrated hits; 63,000 tested, 1.7% active;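 active = compounds whose percent cytotoxicity in the single-dose primary screen, scaled between solvent and toxic-drug controls, exceeds 50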;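 note: 0% = DMSO solvent wells and 100% = doxorubicin-treated wells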
Spn DPM-DC inh: S. pneumoniae DPM-DC inhibitors, primary screen, biochemical, PK/LDH-coupled NADH fluorescence; diphosphomevalonate decarboxylase (Streptococcus pneumoniae D39); purified DPM-DC; calls only at 10 µM; 65,000 tested, 0.49% active; AID 556, 2006;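 active = the 320 compounds with the highest percent inhibition in the single-dose primary screen, excluding strongly autofluorescent ones, cut at about 32% in these data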;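 note: kinetic rate of NADH fluorescence loss reporting ADP formed by the decarboxylase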
HT1080 cytotoxicity: cytotoxicity in HT1080 fibrosarcoma cells, cell-based, fluorescence readout (AID 620) | HT1080 viability, fluorescence; higher % means a stronger effect | cytotoxicity, % at 10 µM; hits with a dose series show EC50 in µM | 87,000 tested, 0.42% active;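 note: cells exposed to compound overnight then 4 h with Alamar Blue; 0% = vehicle DMSO and 100% = killing control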
LYP phosphatase: LYP phosphatase inhibitors, primary screen, biochemical, DiFMUP fluorescence, recombinant catalytic domain, 10 µM (AID 606). recombinant LYP catalytic domain, DiFMUP fluorescence; higher % means a stronger effect. one-dose inhibition, % at 10 µM; IC50 in µM for titrated hits. 52,000 tested, under 10 active;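 active = IC50 under 40 µM in the dose-response test; inactive = IC50 of 40 µM or more, or never dose-tested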
Spn MK inh: S. pneumoniae MK inhibitors, primary screen, biochemical, PK/LDH-coupled NADH absorbance | mevalonate kinase [Streptococcus pneumoniae D39] | 65,000 tested, 0.48% active | purified MK, PK/LDH-coupled NADH absorbance 340 nm | inhibition, % at 10 µM;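 active = ranked among the strongest by inhibition in the single 10 µM screen, a fixed top-ranked set picked for dose follow-up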; note: no value below 0 was filed
PMK inhibit: S. pneumoniae PMK inhibitors, primary screen, biochemical, mevalonate pathway, pilot trial included; purified PMK, PK/LDH-coupled NADH absorbance 340 nm; 65,000 tested, 0.49% active; inhibition, % at 10 µM; phosphomevalonate kinase (Streptococcus pneumoniae D39);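 active = top-ranked compounds by inhibition in the single 10 µM screen, taking a fixed number of the strongest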;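 note: 0% = full reaction with DMSO carrier and 100% = background rate without enzyme reaction; no value below 0 was filed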
PMK inhibit pilot replicates: second read-out of PMK inhibit, no call of its own (marks repeat the call); inhibition, %; measured here: pilot screen replicates
Spn MK inh pilot replicates: recorded beside Spn MK inh, whose call it bears; inhibition, %; measured here: pilot screen replicates
Spn DPM-DC inh pilot screen %: recorded beside Spn DPM-DC inh, whose call it bears; inhibition, %; measured here: pilot screen trials
Starred values were filed as active, the others as inactive; i = inactive; . = no result given. Cut-off read from the data, not from the text of the source, unless noted: active = cytotoxicity above about 50%; inactive = the rest.

SMILES	Bfl-1 displacement	TNAP inhibition	HPDE-C7 cytotoxicity	HPDE-C7K KRASV12	Spn DPM-DC inh	HT1080 cytotoxicity	LYP phosphatase	Spn MK inh	PMK inhibit	others
COc1ccc(CCNC(=O)CSc2nnc(CNC(=O)c3ccco3)o2)cc1OC	7%	4%	-8%	-6%	i	.	11%	9	12
Cc1ccc(S(=O)(=O)N(C)CC(=O)Nc2ccncc2)cc1	0%	3%	.	.	i	4%	3%	5	6
COc1cccc(CN2CCCC(C(=O)N3CCCCC3)C2)c1OC (stereo not given)	2%	4%	10%	10%	i	0%	.	0	8
CCn1c(SCC(=O)c2ccc(C)cc2)nnc1-c1ccoc1C	1%	16%	-11%	-5%	i	-4%	12%	0	0	PMK inhibit pilot replicates=4.0;Spn MK inh pilot replicates=0.0;Spn DPM-DC inh pilot screen %=0.0
CCCn1c(CCC(=O)O)ccc1-c1ccc(OC)cc1	-1%	7%	-1%	23%	.	1%	7%	10	6
CCOP(=O)(c1ccccc1)c1nc(-c2ccccc2C)oc1N1CCCCC1 (stereo not given)	-2%	13%	.	.	i	-18%	7%	0	8
COc1ccc(-n2nc3ccccc3n2)cc1	-9%	14%	.	.	i	12%	.	7	2
CN(CC(=O)NCc1ccco1)S(=O)(=O)c1cccc2cccnc12	-4%	6%	-4%	4%	i	4%	1%	0	1
O=C(Nc1cccc(Cl)c1)N(CCCN1CCOCC1)Cc1ccccc1F	1%	10%	7%	-9%	i	27%	12%	1	1
Cc1ccc(C)c(N(C)S(=O)(=O)c2cccc3nsnc23)c1	-1%	14%	0%	5%	i	3%	11%	1	9
Cc1ccccc1Nc1nnc(C)c(=O)[nH]1	0%	10%	-2%	1%	i	-2%	.	7	8
C=CCSc1nnc2c(n1)[nH]c1c(C)cccc12	-2%	19%	.	.	i	3%	6%	6	11
CC(=O)Nc1ccc(S(=O)(=O)NCCc2csc(C)n2)cc1	.	.	.	.	i	-2%	2%	8	8
CCOc1ccc(NC(=O)CS(=O)CC(=O)NC2CCCc3ccccc32)cc1 (stereo not given)	-17%	2%	-23%	-13%	i	-4%	-4%	0	20
COc1ccccc1NC(=O)CN1CCN(Cc2ccccc2)CC1	-4%	8%	3%	1%	i	0%	-12%	10	7
CCOC(=O)CN1C(=O)C2(OCCCO2)c2ccccc21	-7%	4%	2%	-8%	i	0%	-2%	0	8	PMK inhibit pilot replicates=3.0;Spn MK inh pilot replicates=0.0;Spn DPM-DC inh pilot screen %=1.0
N=c1c(C(=O)NCc2ccco2)cc2c(=O)n3ccccc3nc2n1Cc1ccc(Cl)cc1	0%	10%	35%	37%	i	-7%	-2%	6	5
Cc1cc(C)c2c(N)c(S(=O)(=O)Cc3ccccc3)sc2n1	-3%	10%	11%	19%	i	14%	1%	6	12
CN1CCN(CCNC(=O)Nc2ccccc2C(F)(F)F)CC1	0%	9%	2%	-4%	i	0%	0%	0	13
Cn1nc(-c2ccccc2)c2nc3ccccc3nc21	69%	2%	-14%	-19%	i	1%	.	8	12
CCSC(C)CC1C/C(=N/O)c2c(C)noc2C1 (stereo not given)	-3%	8%	-4%	-3%	i	-8%	.	12	2
Nc1c(C(=O)NC2CCCC2)c2nc3ccccc3nc2n1N	-2%	10%	12%	11%	i	5%	.	14	12
CCOc1ncccc1C(=O)OCC(=O)c1ccc[nH]1	-8%	4%	2%	3%	i	-2%	-5%	1	19
CCC(C)N(C(=O)COC(=O)c1[nH]c(C)c(C(C)=O)c1C)C1CCS(=O)(=O)C1 (stereo not given)	-10%	6%	-13%	-3%	i	1%	3%	11	0
CSC1=NCCN1C(=O)Cc1ccc(F)cc1	1%	6%	2%	3%	i	1%	-2%	0	0
CC(=O)N1c2c(cc(Br)cc2S(=O)(=O)N2CCOCC2)CC1C (stereo not given)	-2%	8%	-6%	-11%	i	2%	.	6	0
COc1ccc(N2C(=O)C3CCCN3C2c2ccc(Cl)cc2)cc1 (stereo not given)	4%	1%	-2%	8%	i	7%	18%	4	4
C=CCOC(=O)COc1ccc2c(C)c(CC)c(=O)oc2c1	1%	15%	-1%	2%	.	1%	7%	11	7
COc1ccc(-c2nc(CS(=O)CC(=O)NC3CCCc4ccccc43)c(C)o2)cc1OC (stereo not given)	-5%	5%	-10%	2%	i	3%	.	8	11
C=C(C)Cn1c(SCC(=O)NCc2ccco2)nc2sc3c(c2c1=O)CCC3	-2%	13%	-4%	4%	i	-2%	40%	9	0
Cc1csc(SCCn2c(N3CCCC3)nc3c2c(=O)[nH]c(=O)n3C)n1	2%	11%	-5%	9%	i	-6%	17%	4	9	PMK inhibit pilot replicates=1.5;Spn MK inh pilot replicates=1.0;Spn DPM-DC inh pilot screen %=4.0
CCCS(=O)(=O)c1nc(S(=O)(=O)c2ccc(C)cc2)c(NCCCN2CCOCC2)s1	-7%	8%	0%	6%	i	-4%	0%	0	11
N#CC1C(=O)NC(N2CCN(c3ccccc3)CC2)=NC12CCCCC2 (stereo not given)	-5%	13%	-26%	-20%	i	7%	.	6	8
CCn1nnc(NC(=O)c2cc3ccccc3o2)n1	1%	18%	0%	5%	i	7%	13%	13	11	PMK inhibit pilot replicates=0.0;Spn MK inh pilot replicates=0.0;Spn DPM-DC inh pilot screen %=0.0
O=C(CCc1nc2ccccc2[nH]1)Nc1ccccc1	-1%	4%	-9%	5%	i	6%	6%	0	11
O=C(Cn1c(-c2ccccc2)noc1=O)Nc1ccc(N2CCCCCC2)cc1	-11%	.	-11%	-12%	i	35%	19%	5	12
Cc1cc(NC(=O)c2cccc(S(=O)(=O)N3CCOCC3)c2)c2ccccc2n1	-2%	-2%	-15%	-5%	i	7%	10%	13	0
COc1ccc2cc(CCNC(=O)c3ccc(Br)o3)c(=O)[nH]c2c1	-3%	-7%	-28%	-26%	i	-5%	-1%	1	15
COC(=O)c1[nH]c2cc(C)ccc2c1NC(=O)CN1CCc2cc(OC)c(OC)cc2C1	4%	11%	14%	14%	i	-6%	-7%	10	7
O=C(c1cnsn1)N1CCN(c2ccccc2)CC1	4%	8%	0%	4%	i	-1%	10%	9	11
CC(C)Oc1ccc(C(=O)N(CN2CCCC2=O)c2ccc(F)cc2)cc1	5%	2%	-8%	0%	i	19%	18%	6	3
Cc1nnc(SCc2cc(=O)n3[nH]cnc3n2)s1	.	.	.	.	i	7%	.	5	20
Cc1ccc(-n2c(Cc3cccn3C)nnc2SCC(N)=O)cc1	8%	2%	-5%	2%	i	-1%	.	5	4
CCOC(=O)c1cccnc1SCC(=O)N(C)c1ccccc1	1%	-1%	-5%	-4%	i	25%	-28%	3	20
Cc1ccc(OCc2nc(C#N)c(N3CCCC3)o2)cc1	-4%	14%	.	.	i	1%	-6%	0	15
Cc1cc(C)cc(NS(=O)(=O)c2ccc3[nH]cc(C(=O)NCc4ccco4)c(=O)c3c2)c1	6%	12%	32%	42%	i	2%	-29%	0	10	PMK inhibit pilot replicates=3.0;Spn MK inh pilot replicates=0.0;Spn DPM-DC inh pilot screen %=4.0
COc1ccc(NC(=O)CCc2nc(-c3ccccc3F)no2)cc1	-2%	3%	-10%	-14%	i	0%	.	4	10	PMK inhibit pilot replicates=0.5;Spn MK inh pilot replicates=0.0;Spn DPM-DC inh pilot screen %=0.0
O=C(NCc1cccs1)c1cc2c(s1)-c1ccccc1OC2	0%	15%	18%	13%	.	.	9%	5	1	PMK inhibit pilot replicates=5.0;Spn MK inh pilot replicates=4.5
Cc1cccc(NC(=O)c2cc3ccccc3o2)c1	-2%	14%	-43%	-20%	i	26%	12%	2	9	PMK inhibit pilot replicates=3.0;Spn MK inh pilot replicates=3.0;Spn DPM-DC inh pilot screen %=3.0
CC(C)CCn1c(CN2CC(C)OC(C)C2)nc2c1c(=O)n(C)c(=O)n2C (stereo not given)	-11%	10%	2%	6%	i	4%	.	3	0
COCCn1c(SCC(=O)NCc2ccco2)nc2cccnc21	2%	18%	-10%	-5%	i	9%	.	6	12

No new results follow: an excerpt of the list.
SMILES	Bfl-1 displacement	TNAP inhibition	HPDE-C7 cytotoxicity	HPDE-C7K KRASV12	Spn DPM-DC inh	HT1080 cytotoxicity	LYP phosphatase	Spn MK inh	PMK inhibit	others
COc1ccc(CCNC(=O)CSc2nnc(CNC(=O)c3ccco3)o2)cc1OC	7%	4%	-8%	-6%	i	.	11%	9	12
Cc1ccc(S(=O)(=O)N(C)CC(=O)Nc2ccncc2)cc1	0%	3%	.	.	i	4%	3%	5	6
COc1cccc(CN2CCCC(C(=O)N3CCCCC3)C2)c1OC (stereo not given)	2%	4%	10%	10%	i	0%	.	0	8
CCn1c(SCC(=O)c2ccc(C)cc2)nnc1-c1ccoc1C	1%	16%	-11%	-5%	i	-4%	12%	0	0	PMK inhibit pilot replicates=4.0;Spn MK inh pilot replicates=0.0;Spn DPM-DC inh pilot screen %=0.0
CCCn1c(CCC(=O)O)ccc1-c1ccc(OC)cc1	-1%	7%	-1%	23%	.	1%	7%	10	6
CCOP(=O)(c1ccccc1)c1nc(-c2ccccc2C)oc1N1CCCCC1 (stereo not given)	-2%	13%	.	.	i	-18%	7%	0	8
COc1ccc(-n2nc3ccccc3n2)cc1	-9%	14%	.	.	i	12%	.	7	2
CN(CC(=O)NCc1ccco1)S(=O)(=O)c1cccc2cccnc12	-4%	6%	-4%	4%	i	4%	1%	0	1
O=C(Nc1cccc(Cl)c1)N(CCCN1CCOCC1)Cc1ccccc1F	1%	10%	7%	-9%	i	27%	12%	1	1
Cc1ccc(C)c(N(C)S(=O)(=O)c2cccc3nsnc23)c1	-1%	14%	0%	5%	i	3%	11%	1	9
Cc1ccccc1Nc1nnc(C)c(=O)[nH]1	0%	10%	-2%	1%	i	-2%	.	7	8
C=CCSc1nnc2c(n1)[nH]c1c(C)cccc12	-2%	19%	.	.	i	3%	6%	6	11
CC(=O)Nc1ccc(S(=O)(=O)NCCc2csc(C)n2)cc1	.	.	.	.	i	-2%	2%	8	8
CCOc1ccc(NC(=O)CS(=O)CC(=O)NC2CCCc3ccccc32)cc1 (stereo not given)	-17%	2%	-23%	-13%	i	-4%	-4%	0	20
